Screens from PubChem.
EPAC1 ag: EPAC1 (human) agonism | O95398 | EPAC1 agonist qHTS, biochemical assay; response scale: 100% = response to 6.5 mM cAMP | Potency, µM (series often up to 154 µM), for the others: top-dose activation, actives largely listed as activators | 0.073% of 360,000 active | AID 720707; note: potency is the fitted concentration of half-maximal effect; nearly all actives have a fitted effect of over 60% in size
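Read-out is the fluorescence drop as BODIPY-GDP leaves Rap1B (480 nm excitation, 540 nm emission), recorded every 5 minutes over 30 minutes. Reactions held 100 nM EPAC1, 250 nM Rap1B–BODIPY-GDP and 50 uM GDP, with 6.5 mM cAMP setting full activation.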
PI5P4K alpha inh: inhibitors of human PI5P4K alpha; PI5P4Kalpha enzyme, ADP-Glo luminescence, 60 min; hits give low values; max response, %; 1.2% of 330,000 active; active = max response of -50% or lower; inconclusive = between -30% and -50%; inactive = -30% or higher; note: value at the top dose of about 77 µM; % is set by controls: 0 for no effect and ±100 for the full control effect
Target sequence (P48426 whole entry, looked up): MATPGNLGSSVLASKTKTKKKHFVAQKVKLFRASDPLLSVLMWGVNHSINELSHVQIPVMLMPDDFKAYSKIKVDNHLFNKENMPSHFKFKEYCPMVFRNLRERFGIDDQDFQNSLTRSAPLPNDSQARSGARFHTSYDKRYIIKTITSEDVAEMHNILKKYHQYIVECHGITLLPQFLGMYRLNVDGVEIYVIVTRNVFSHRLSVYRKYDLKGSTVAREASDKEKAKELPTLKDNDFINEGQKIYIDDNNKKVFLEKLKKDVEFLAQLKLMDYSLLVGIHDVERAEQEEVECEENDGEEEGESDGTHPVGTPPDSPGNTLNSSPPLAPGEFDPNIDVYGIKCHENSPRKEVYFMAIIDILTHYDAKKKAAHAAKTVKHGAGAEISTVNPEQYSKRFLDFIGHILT
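Reactions run in 0.038 M HEPES pH 7.4, 0.28 mM EGTA, 0.1% CHAPS and 5% DMSO, with PI5P4Kalpha, substrate, compound and 5 microM ATP final, one hour at room temperature. Readout is ADP-Glo luminescence.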
Mm-Cpn inhibitor: inhibitors of Methanococcus maripaludis chaperonin (MmCpn); 0.031% of 330,000 active; AID 504842; Potency, µM (highest dose often 76.9 µM), for inactives: top-dose activity, negative = inhibition, usual class: inhibitors; purified Mm-Cpn ATPase, ADP Transcreener TR-FRET; note: potency is the fitted concentration of half-maximal effect; % is set by controls: 0 for no effect and ±100 for the full control effect; nearly all actives have a fitted effect of over 80% in size
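Measured: ADP formation by purified Mm-CPN. Conditions: 25 nM protein, 10 uM ATP, Tris pH 7.4 with Mg2+, K+ and DTT, 37°C for 30 min. Detection: Transcreener HTRF after 30 min at room temperature.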
CCT chaperon mod: cytosolic chaperonin activity modulation | purified chaperonin ATPase assay, HTRF ADP detection, 30 min | activity change, % (test concentration not listed), hits read low | 0.3% of 360,000 active | AID 651819; in the data active = activity change below about -30%; note: % is set by controls: 0 for no effect and ±100 for the full control effect
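TRiC (40 or 20 nM final, by batch activity) in 30 mM Tris pH 7.4, 100 mM KCl, 5 mM MgCl2, 1 mM DTT was treated with compound at 76 uM single dose, then 10 uM ATP, 30 min at 37 °C. ADP was read by HTRF Transcreener.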
EPAC2 antag: antagonists of human EPAC2; EPAC2 GEF exchange of Rap1B-BODIPY-GDP, fluorescence; AID 720708; 0.18% of 360,000 active; Q8WZA2; Potency, µM (highest dose often 114 µM), for inactives: at the highest dose activity, negative = inhibition, most hits filed as inhibitors; note: potency is the fitted concentration of half-maximal effect; % is set by controls: 0 for no effect and ±100 for the full control effect; nearly all actives have a fitted effect of over 45% in size; many of its hits are not listed in these tables
EPAC1 antag: blocks human EPAC1 exchange factor; O95398; EPAC1 GEF assay, Rap1b-BODIPY-GDP exchange fluorescence; Potency, µM (series often up to 115 µM), for inactives: at the top dose activity change, negative = inhibition, hits mostly inhibitors; 0.14% of 360,000 active; AID 720709;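 note: potency is the fitted concentration of half-maximal effect; plate controls were vehicle for no effect and positive control for full effect; nearly all actives have a fitted effect of over 50% in size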
PLK1 PBD inh: blocks phosphopeptide binding to human PLK1 polo-box domain. AID 720504. Potency, µM, without a hit: max response, negative = inhibition, actives largely listed as inhibitors. P53350. Plk1 PBD binding of FITC phosphopeptide, fluorescence polarization. 2.8% of 360,000 active; note: potency is the fitted concentration of half-maximal effect; series mostly up to about 57 µM; % is set by controls: 0 for no effect and ±100 for the full control effect; nearly all actives have a fitted effect of over 65% in size
Target sequence (P53350 whole entry, looked up, the tested form may be a part): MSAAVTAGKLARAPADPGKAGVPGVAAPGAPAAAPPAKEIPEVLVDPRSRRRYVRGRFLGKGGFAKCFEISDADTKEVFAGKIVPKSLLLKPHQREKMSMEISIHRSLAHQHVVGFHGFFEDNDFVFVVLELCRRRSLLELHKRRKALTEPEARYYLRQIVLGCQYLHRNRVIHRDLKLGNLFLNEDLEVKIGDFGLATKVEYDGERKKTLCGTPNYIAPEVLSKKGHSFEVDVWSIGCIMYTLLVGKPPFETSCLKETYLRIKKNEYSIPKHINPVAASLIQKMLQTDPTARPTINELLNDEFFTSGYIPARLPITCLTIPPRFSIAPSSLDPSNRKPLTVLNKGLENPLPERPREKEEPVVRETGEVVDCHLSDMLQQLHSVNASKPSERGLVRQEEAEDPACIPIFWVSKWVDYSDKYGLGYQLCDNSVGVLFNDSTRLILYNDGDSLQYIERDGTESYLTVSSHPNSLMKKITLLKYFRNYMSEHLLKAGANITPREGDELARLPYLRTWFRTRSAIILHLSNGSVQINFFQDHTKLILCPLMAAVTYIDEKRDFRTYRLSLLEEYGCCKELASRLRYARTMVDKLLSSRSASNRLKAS
WRN inhibitor: inhibitors of human WRN helicase | Potency, µM (top dose mostly 114 µM), inactives show top-dose activity change, negative = inhibition, most hits filed as inhibitors | Q14191 | 0.46% of 360,000 active | AID 651768 | WRN helicase unwinding, fluorescent forked duplex, kinetic; note: potency is the fitted concentration of half-maximal effect; % is set by controls: 0 for no effect and ±100 for the full control effect; nearly all actives have a fitted effect of over 55% in size
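Primary qHTS, 1536-well format. 20 nM WRN + compound, 15 min RT; start with 100 nM forked fluorophore/quencher duplex, 2 mM ATP (final); kinetic read ex 525/em 598 nm.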
* = called active by the depositor; ? = inconclusive; . = not tested or not shown; [ ] = dose if it differs, or a comment. Unless noted, calls come from the whole dose curve; as a rule, active = well fitted curve in the direction sought with a large enough effect; inconclusive = small, poorly fitted or top-dose-only effect, or another doubt; inactive = no such curve, though single readings can be large; an effect the other way counts as inactive or inconclusive.

molecule	EPAC1 ag	PI5P4K alpha inh	Mm-Cpn inhibitor	CCT chaperon mod	EPAC2 antag	EPAC1 antag	PLK1 PBD inh	WRN inhibitor
CCOC(=O)[C@H]1[C@H]2COc3ccc(Br)cc3[C@@H]2N2C(=O)CN(CC3CCCO3)C(=O)[C@@]12C (stereo not given in full)	0%	13	1%	-4.5	-5%	-5%	-4%	-9%
CCC12CN3CC(CC)(CN(C1)C3c1c(O)ccc3ccccc13)C2=O (stereo not given)	4%	-7	1%	-2.1	-7%	-5%	-12%	-34%
COc1ccc(NC(=O)CC23CC4CC(CC(C4)C2)C3)cn1	4%	-3	1%	-5.5	1%	-2%	0%	-2%
O=C(Nc1ccccc1Br)c1cc(=O)c2ccccc2o1	4%	0	-9%	-1.6	10%	18%	-1%	12%
Cc1cccc(OCCCSc2nc3ccccc3[nH]2)c1	16%	8	-2%	0.4	-15%	-2%	4%	-7%
Cc1cccc(OCC(=O)N2CCc3ccccc3C2)c1	5%	-4	1%	0.3	-6%	-2%	-13%	-28%
COc1ccc(C(=O)NCCC(=O)N2CCC3(CC2)NCCc2[nH]cnc23)cc1	8%	-7	0%	-0.4	-1%	14%	27µM*	-2%
COc1cccc2c1OC1(N3CCOCC3)CCCCC1C2C[N+](=O)[O-] (stereo not given)	6%	1	.	-1.7	-4%	-7%	-9%	-2%
Clc1ccc(CSc2cnnc3ccccc23)cc1Cl	12%	2	.	-0.1	-8%	-1%	0%	6%
COc1ccc(C(CCNCc2ccc(F)cc2)c2ccc(F)cc2)cc1 (stereo not given)	-3%	19	2%	0.0	-15%	-17%	-13%	-32%
COc1ccc(-n2nc(C(=O)N(C)C3CCCCC3)c3ccccc3c2=O)c(OC)c1	3%	-1	0%	-0.3	-1%	15%	0%	2%
CCOC(=O)[C@H]1[C@H]2COc3ccc(Br)cc3[C@@H]2N2C(=O)CN(C)C(=O)[C@@]12C	-5%	4	.	1.3	-15%	-20%	-6%	-3%
Cc1cccc(N2CCN(C(=O)c3cccc(S(=O)(=O)N4CCc5ccccc5C4)c3)CC2C)c1 (stereo not given)	8%	15	-1%	-1.8	-7%	-8%	-9%	-8%
CCOC(=O)c1c(C)[nH]c(C(=O)COC(=O)CCS(=O)(=O)c2ccc(C)cc2)c1C	3%	2	-2%	-0.1	-12%	11%	-10%	2%
O=C(Nc1ccc2c(c1)OCCO2)C(CCc1ccccc1)N1CCN(C/C=C/c2ccccc2)CC1 (stereo not given)	-6%	1	.	-1.7	11%	-9%	1%	0%
O=C(CCn1c(=S)[nH]c2ccccc2c1=O)Nc1cccc(Cl)c1	7%	-2	-1%	1.0	-8%	-24%	-6%	-6%
COc1ccc(CCNC(=O)CC(C)S(=O)(=O)c2ccc3c(c2)NC(=O)CO3)cc1OC (stereo not given)	6%	-6	1%	-1.6	9%	16%	-2%	5%
On1c(-c2ccco2)nc2c1CCc1nonc1-2	3%	-19	-1%	1.6	-3%	0%	-5%	-20%
Cc1c(C)n(Cc2ccccc2)c2ncnc(NCCO)c12	7%	0	-2%	1.3	1%	3%	-4%	10%
Cc1ccc2c(c1)N(CC(=O)N1CCCCCC1)C(=O)C(C)O2 (stereo not given)	9%	-73*	-1%	-1.8	4%	24%	-4%	0%

Additional records
molecule	EPAC1 ag	PI5P4K alpha inh	Mm-Cpn inhibitor	CCT chaperon mod	EPAC2 antag	EPAC1 antag	PLK1 PBD inh	WRN inhibitor
O=C(Cn1cc(S(=O)(=O)Cc2ccccc2)c2ccccc21)N1CCOCC1	8%	-4	0%	-0.4	-3%	12%	-4%	-23%
O=C(COC(=O)CNC(=O)C1CCCCC1)Nc1ccccc1Cl	-10%	.	2%	.	5%	-1%	.	.
CC(C)[C@H](NC(=O)c1ccccc1)C(=O)OCC(=O)/C=C1/N(C)c2ccccc2C1(C)C	6%	0	-3%	1.3	-5%[57.1 µM]	0%	0%	-1%
CCc1nc(SCC(=O)N2CCOCC2)c2c(=O)n(C)c(=O)n(C)c2n1	-1%	9	2%	-0.9	1%	-1%	-3%	-1%
O=C1c2cccc(O)c2C(=O)c2c(O)cc(CO)cc21	-18%	-2	.	-1.9	15%	0%	-7%	-19%
CC12CN(C(=O)c3cccc([N+](=O)[O-])c3)C3(C#N)CC1CCC23C (stereo not given)	15%	3	2%	0.0	-1%	-2%	-3%	0%
COC(=O)Cc1c(C)nc(SCc2ccccc2)[nH]c1=O	-1%	-4	1%	-0.9	0%	1%	-3%	1%
Cc1ccc(NS(=O)(=O)c2ccc(C(=O)N3CCC3)cc2)cc1	3%	0	-6%	-0.2	6%	-3%	5%	3%
Cc1ccc(CNC(=O)CN2c3cccc4cccc(c34)S2(=O)=O)cc1	-1%	-21	-6%	1.3	2%	-4%	-3%	1%
COc1cc(C(=O)N/N=C2\CCS(=O)(=O)c3ccc(F)cc32)cc(OC)c1OC	-3%	-3	-8%	-1.0	-1%	-13%	-2%	13%
COc1ccc(Nc2cc(C)c3cc([N+](=O)[O-])ccc3n2)cc1	23%	-1	0%	-1.1	-8%	?	-9%	-3%
O=C(CC1S/C(=N/N=C/c2cccnc2)NC1=O)Nc1ccccc1 (stereo not given)	1%	-5	-2%	1.3	2%	8%	-1%	8%
O=C(NCc1ccc(F)cc1)N[C@@H](Cc1ccccc1)C(=O)O	-7%	.	-1%	-1.6	13%	10%	2%	-1%
COC(=O)C(CCCCNC(=O)c1ccc([N+](=O)[O-])cc1)NC(=O)c1ccc([N+](=O)[O-])cc1 (stereo not given)	1%	-12	1%	-1.4	-4%	?	-16%	4%
Cc1ccc(C)c(S(=O)(=O)Nc2ccc(S(=O)(=O)Nc3ncccn3)cc2)c1	-4%	1	1%	1.0	-14%	1%	-5%	6%
COc1cc2c(cc1OC)C(C(=O)Nc1ccc3c(c1)OCCO3)C(c1cccnc1)N(C)C2=O (stereo not given)	8%	2	2%	1.2	-3%	-14%	-4%	-25%
COc1ccc(-n2c(SCC(=O)N3CCCCC3)nc(O)cc2=O)cc1	2%	.	0%	-1.7	7%	4%	-7%	-15%
COc1ccc(C2=NOC(COc3ccc4c(C)cc(=O)oc4c3)C2)c(OC)c1 (stereo not given)	4%	-6	-3%	-2.0	5%	4%	2%	-27%
CC(C)N(C)c1ncnc2c1ncn2[C@H]1CN(CCN2CCOCC2)C[C@@H](CO)O1	4%	0	.	-0.7	-2%	1%	5%	0%
CCOC(=O)[C@]12CCCC=C1N(CCc1ccc(OC)c(OC)c1)C(=O)[C@H](CC(=O)N1CCCCC1)C2	2%	0	.	.	-9%	-18%	5%	-6%

Complete entries from above. Screens in order: EPAC1 ag | PI5P4K alpha inh | Mm-Cpn inhibitor | CCT chaperon mod | EPAC2 antag | EPAC1 antag | PLK1 PBD inh | WRN inhibitor
CCOC(=O)[C@]12CCCC=C1N(CCc1ccc(OC)c(OC)c1)C(=O)[C@H](CC(=O)N1CCCCC1)C2 as listed: 2% | 0 | . | . | -9% | -18% | 5% | -6%
O=C1c2cccc(O)c2C(=O)c2c(O)cc(CO)cc21 as listed: -18% | -2 | . | -1.9 | 15% | 0% | -7% | -19%
COc1ccc(-n2c(SCC(=O)N3CCCCC3)nc(O)cc2=O)cc1 as listed: 2% | . | 0% | -1.7 | 7% | 4% | -7% | -15%
Cc1ccc(CNC(=O)CN2c3cccc4cccc(c34)S2(=O)=O)cc1 as listed: -1% | -21 | -6% | 1.3 | 2% | -4% | -3% | 1%

Next section.
Screens in order – EPAC1 ag | PI5P4K alpha inh | Mm-Cpn inhibitor | CCT chaperon mod | EPAC2 antag | EPAC1 antag | PLK1 PBD inh | WRN inhibitor
- Cc1nn(CC(=O)NC2CCC(C)CC2)c(=O)c(C#N)c1C (stereo not given)
    3% | -2 | 0% | 0.2 | 6% | -18% | -9% | 0%
- CC1CN(C(=O)/C=C/c2ccc(SC(F)F)cc2)CC(C)O1 (stereo not given)
    -2% | -2 | 2% | 0.3 | 11% | ? | -5% | -2%[57.1 µM]
- CCn1c(CSc2nc(C)cc(C)n2)nnc1SCC(=O)N1CCCc2ccccc21
    8% | . | 1% | -0.6 | -5% | -3% | -9% | -2%
- CCC(C)NC(=O)C1(O)c2cc(Br)ccc2NC(=O)N1c1cccc(OC)c1 (stereo not given)
    4% | 2 | 1% | 0.6 | -1% | -1% | 0% | 1%
- Cc1ccc2cc(CN(Cc3cccs3)Cc3nnnn3CC3CCCO3)c(=O)[nH]c2c1 (stereo not given)
    4% | . | -4% | -0.1 | 2% | 11% | -1% | -5%
- O=c1c2ccccc2cnn1Cc1n[nH]c(=S)n1-c1ccc(Cl)cc1
    -1% | -11 | -1% | -1.5 | 5% | 3% | -7% | -6%
- O=S(=O)(c1ccc(N2CCOCC2)cc1)N1CCOCC1
    5% | -2 | . | -29 | 2% | -2% | -22% | 7%
- O=C(COc1cc2oc(=O)c3c(c2cc1Cl)CCC3)NCCCN1CCCC1=O
    -6% | 1 | -2% | -0.8 | 4% | 24% | -7% | 3%
- Cc1ccc(-n2ncc3c(=O)n(CC(=O)N4CCN(c5ccccc5)CC4)cnc32)cc1
    -7% | -12 | -1% | -2.3 | 11% | -13% | -1% | -7%
- CC(C)(C)OC(=O)N1CCC(c2c(C(=O)O)cnn2-c2ccc(Cl)cc2)CC1
    9% | . | 0% | -0.4 | -4% | 5% | -13% | -7%
- COc1ccc(-n2nc3c(c2NC(=O)C(C)Oc2ccccc2)CS(=O)C3)cc1 (stereo not given)
    -1% | 7 | -1% | 1.2 | -4% | -2% | 1% | -10%
- CCOC(=O)CNS(=O)(=O)c1ccc(S(=O)(=O)N2CCCC2)cc1
    -6% | . | 0% | -6.2 | 4% | 9% | 1% | 6%

Ordered by SMILES length (rising): some entries from above
Screens in order – EPAC1 ag | PI5P4K alpha inh | Mm-Cpn inhibitor | CCT chaperon mod | EPAC2 antag | EPAC1 antag | PLK1 PBD inh | WRN inhibitor
- O=C(Nc1ccccc1Br)c1cc(=O)c2ccccc2o1
    4% | 0 | -9% | -1.6 | 10% | 18% | -1% | 12%
- CC1CN(C(=O)/C=C/c2ccc(SC(F)F)cc2)CC(C)O1 (stereo not given)
    -2% | -2 | 2% | 0.3 | 11% | ? | -5% | -2%[57.1 µM]
- COc1cc2c(cc1OC)C(C(=O)Nc1ccc3c(c1)OCCO3)C(c1cccnc1)N(C)C2=O (stereo not given)
    8% | 2 | 2% | 1.2 | -3% | -14% | -4% | -25%

Some of the compounds tested; the hit share may differ from the screen's.
